Source: PubChem (several laboratories)
Rtt109 HAT inh: inhibitors of Candida albicans Rtt109/Vps75 histone acetyltransferase; purified Rtt109/Vps75, ThioGlo CoA-SH fluorescence, 4 h; inhibition, % at 34.9 µM; 330,000 compounds, 0.16% hits;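 active = inhibition of at least 50% in every replicate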
Target sequence (Q5AAJ8 whole entry, looked up): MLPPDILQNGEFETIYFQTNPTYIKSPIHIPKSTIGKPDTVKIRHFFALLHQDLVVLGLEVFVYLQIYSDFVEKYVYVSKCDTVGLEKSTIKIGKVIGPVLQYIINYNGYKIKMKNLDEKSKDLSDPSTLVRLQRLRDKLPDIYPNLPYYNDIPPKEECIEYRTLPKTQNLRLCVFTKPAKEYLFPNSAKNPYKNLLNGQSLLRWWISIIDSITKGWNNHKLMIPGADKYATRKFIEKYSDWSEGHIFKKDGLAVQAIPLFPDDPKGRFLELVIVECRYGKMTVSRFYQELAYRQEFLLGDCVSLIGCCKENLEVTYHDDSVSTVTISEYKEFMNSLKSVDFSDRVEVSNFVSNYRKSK
PfHsp90 yeast 2: inhibits growth of yeast expressing Plasmodium falciparum Hsp90; S. cerevisiae expressing PfHsp90, BacTiter-Glo ATP, 48 h; yeast lacking PDR1 and PDR3 efflux regulators; inhibition, % at 9.4 µM; 310,000 compounds, 0.32% hits; AID 504621;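 active = every replicate shows inhibition above about 80%, whatever the replicate mean, limit read from the data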;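 also: 0% = DMSO neutral controls and 100% = 20 µM radicicol positive controls; yeast relying on Plasmodium falciparum Hsp90 in place of its own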
Keap1-Nrf2 PPI: disrupts human Keap1 binding to Nrf2 peptide. 340,000 compounds, 0.15% hits. Q14145. Keap1 Kelch-Nrf2 peptide fluorescence polarization, 1536-well. inhibition, % at 9.4 µM; in the data active = inhibition above about 12%;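 also: human Keap1 Kelch domain with fluorescein labeled Nrf2 9mer peptide probe; 0% = neutral control wells and 100% = peptide positive control; higher means more block of Keap1 binding to Nrf2 peptide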
Target sequence (Q14145 whole entry, looked up, the tested form may be a part): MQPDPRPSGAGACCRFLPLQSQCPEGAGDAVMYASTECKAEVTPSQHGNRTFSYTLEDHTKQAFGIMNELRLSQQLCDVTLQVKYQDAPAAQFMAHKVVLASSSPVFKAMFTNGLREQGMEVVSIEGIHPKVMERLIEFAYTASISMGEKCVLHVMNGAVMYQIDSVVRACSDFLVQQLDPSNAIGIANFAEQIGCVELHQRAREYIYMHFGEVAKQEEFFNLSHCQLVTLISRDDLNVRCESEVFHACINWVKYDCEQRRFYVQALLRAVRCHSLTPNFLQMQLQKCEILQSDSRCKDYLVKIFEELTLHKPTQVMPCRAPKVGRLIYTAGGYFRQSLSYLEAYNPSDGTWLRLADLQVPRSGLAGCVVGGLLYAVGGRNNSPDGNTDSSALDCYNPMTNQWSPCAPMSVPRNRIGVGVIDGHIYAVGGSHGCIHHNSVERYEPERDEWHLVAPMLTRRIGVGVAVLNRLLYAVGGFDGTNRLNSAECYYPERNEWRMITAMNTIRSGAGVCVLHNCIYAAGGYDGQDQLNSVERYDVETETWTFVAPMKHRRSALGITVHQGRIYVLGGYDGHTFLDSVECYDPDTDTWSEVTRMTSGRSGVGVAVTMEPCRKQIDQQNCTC
C-LANA FP: blocks KSHV LANA C-terminal domain binding to DNA; inhibition, % at 9 µM; 340,000 compounds, 0.078% hits; MBP-C-LANA/FAM-LBS DNA binding, fluorescence polarization;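 active = highest replicate inhibition at or above 60% at 9 µM, even if other replicates fall short; inactive = all replicates below 60% inhibition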;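 also: 0% = neutral control wells and 100% = 4 µM acridine orange control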
Cardiac RTF inh: cardiac RTF calcium desensitization; AID 493244; inhibition, % at 7.15 µM; P19429+P45379; 340,000 compounds, 0.12% hits; IANBD-labeled cardiac RTF, Ca2+ fluorescence;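 active = inhibition above the mean inhibition of all tested compounds plus 3 SD, cut at about 17% in these data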;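 also: assay run at fixed EC70 calcium of 1.6 mM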
NSD2 HMT inh: NSD2 (human) methyltransferase inhibition. O96028. NSD2 peptide methylation, AlphaScreen, 120 min. inhibition, % at 12.5 µM. 310,000 compounds, 0.54% hits. AID 743445; in the data active = inhibition above about 50%
dFosB activator: activators of mouse delta FosB homodimer; P13346; purified delta FosB, TAMRA-CDK5 oligo fluorescence polarization; percent of positive-control signal above neutral wells; activation, % at 25 µM; 340,000 compounds, 0.99% hits; AID 493131;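 active = mean activation above about 17%, with every replicate also reaching it, limit read from the data, passing the limit was not always enough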;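 also: fluorescence polarization rise as delta FosB binds a TAMRA Cdk5 AP-1 oligo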
cardiac RTF act: cardiac RTF calcium sensitization. P19429+P45379. IANBD-labeled TnC RTF fluorescence at EC20 calcium; 0% EC20 calcium, 100% full calcium. activation, % at 7.2 µM. 340,000 compounds, 0.24% hits. AID 493008;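 active = activation above the mean over all tested compounds plus 3 SD, cut at about 30% in these data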;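 also: rise in fluorescence read as greater calcium sensitivity of cardiac thin filaments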
PvdQ acylase: P. aeruginosa PvdQ acylase inhibition | purified PvdQ acylase, fluorescence plate reader | 340,000 compounds, 0.063% hits | inhibition, % at 10 µM | AID 488965; in the data active = inhibition above about 30%, passing the limit was not always enough;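 also: 0% = vehicle neutral wells and 100% = reference inhibitor wells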
SUMO Mot1 rescue: SUMOylation pathway inhibition by Mot1-301 growth rescue; S. cerevisiae Mot1-301 growth rescue, ATP luminescence, 38.5C; percent above DMSO median, 100 means doubled; growth rescue, % at 18.8 µM; 320,000 compounds, 1% hits;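 active = every valid replicate shows activation above 250% relative to neutral control wells; inactive = the rest, any valid replicate at or below 250%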;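 also: OY570 slx delta 5 strain wells were the positive control but not used for scaling; some compounds called inactive have numbers as strong as hits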
CDK5 inh: CDK5/p35 (human) kinase inhibition; Q00535+Q15078; Recombinant CDK5/p35, ADP-Glo luminescence, 60 min; inhibition, % at 10 µM; 330,000 compounds, 0.01% hits; AID 488839;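 active = highest replicate inhibition of at least 50% and at least 75% of replicates reaching 50%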;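 also: plate controls were DMSO neutral control for no effect and GW8510 at 10 µM for full effect; many of its hits are not listed in these tables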
* marks the source's active call; other numbers are inactive results; nt = not tested or not shown. Not a hit list; about 3.2% have a hit in one of these screens.

SMILES	Rtt109 HAT inh	PfHsp90 yeast 2	Keap1-Nrf2 PPI	C-LANA FP	Cardiac RTF inh	NSD2 HMT inh	dFosB activator	cardiac RTF act	PvdQ acylase	SUMO Mot1 rescue	CDK5 inh
Cc1ccc(S(=O)(=O)NCCC(=O)NCCSc2ccc(Br)cc2)cc1	2.2	-9.3	0.1	-0.4	-0.8	-1.8	0.7	3.2	-5.8	20.9	-0.3
CCOC(=O)C1CCN(CC(=O)Nc2cc(C)nn2-c2nc3ccccc3s2)CC1	0.9	-27.7	-2.3	-0.2	7.1	-1.7	-2.3	4.1	4.9	nt	-1.6
O=C(O)C(CCc1ccccc1)(Cc1ccccc1)C(=O)O	-6.3	nt	-4.4	1.8	0.7	-1.6	-3.6	-5.7	-13.9	nt	-2.1
CC(NS(=O)(=O)c1ccccc1)c1n[nH]c(=S)n1-c1ccccc1 (centres undefined)	-2.0	-13.2	0.4	0.3	-0.1	-4.5	-0.2	7.6	-8.4	nt	-2.1
O=C(Nc1ccc(Oc2cccnc2)cc1)C1CCCCN1Cc1ccc(CO)o1 (centres undefined)	-2.1	6.3	2.6	-0.8	-3.5	-1.7	4.3	1.5	13.2	-6.8	-0.1
C[N+](C)=C1SCC(C)(/C=N/O)S1 (centres undefined)	-18.3	-14.2	-5.3	-2.8	3.0	nt	5.4	4.4	-14.6	4.6	-0.2
O=C(NCCNC1CCC(c2ccccc2)CC1)c1cccs1 (centres undefined)	9.5	10.4	-4.6	7.0	-1.8	8.1	7.7	-3.0	-0.6	20.9	0.0
CC1CN(C(=O)CCC(=O)N2CCCCC2)c2ccccc2O1 (centres undefined)	-2.9	0.0	-1.3	-1.1	3.8	nt	-2.2	-2.2	0.7	-0.6	-0.2
CN(CC(=O)Nc1ccc(C(N)=O)cc1)S(=O)(=O)c1ccc2c(c1)OCCO2	-2.9	-1.6	-4.9	-2.9	5.2	1.6	1.5	0.8	-20.5	6.2	-7.1
Cc1c(CCO)c(=O)n(-c2ccccc2)n1S(=O)(=O)c1ccc(F)cc1	3.1	15.4	-2.1	0.7	-17.9	19.8	-2.5	3.9	-16.0	-11.3	-0.2
CN(C)c1ccc(/C=C2\N=C(C(C)(C)C)OC2=O)cc1	-1.5	-10.8	2.7	7.4	-13.9	2.0	-10.3	29.9*	-1.4	-0.1	-1.2
CCN1C(=O)CSC1=Nc1ccc(Cl)c(Cl)c1	-5.0	11.6	1.5	-3.0	0.1	-6.7	-1.5	-3.3	-8.9	-7.0	-1.6
COc1cc(C(=O)NCCC(=O)N2CCN(C)CC2)cc(OC)c1OC	-2.7	-7.3	-3.7	-1.0	-10.5	-2.1	0.4	12.5	-9.2	-14.4	1.1
Cc1[nH]n(-c2ccccc2)c(=O)c1N=Nc1ccc(Cl)cc1	-1.6	-6.5	-4.7	0.3	4.8	3.2	1.5	1.0	2.2	196.1	0.5
COCCNC(=O)CN(C(=O)CCC(=O)Nc1cc(C)on1)c1cccc(C)c1C	-11.1	19.7	-1.9	-0.5	-0.8	12.3	0.4	0.7	-1.8	126.5	1.3
CN(CC1CCOCC1)C(=O)CC1C(=O)NCCN1CC1CCCCC1 (centres undefined)	-5.0	16.2	-5.1	-0.5	-4.5	6.2	-6.1	0.5	-7.0	3.8	-0.2
S=C(NCCc1ccccc1)N1CCCCC1	-0.2	13.9	-4.1	0.0	-17.1	-1.8	1.6	-2.6	-12.4	3.9	-0.6
CC(=O)NCCc1nc2cc(NC(=O)c3ccccc3)ccc2n1C	-2.9	nt	-5.8	0.4	-7.0	-2.0	1.5	5.4	-12.2	5.9	0.2
O=C(NNS(=O)(=O)c1ccc(Cl)cc1)c1cccs1	7.1	-9.6	-0.2	-1.9	-5.8	-1.4	3.8	10.4	-0.8	3.6	1.1
CCOC(=O)C1CCN(C(=O)Cn2nc(C)n3nc(-c4ccc(OC)cc4)cc3c2=O)CC1	-1.5	13.7	-3.1	0.6	-4.1	-2.0	-1.0	3.0	2.6	6.3	2.4
O=C(COc1ccccc1[N+](=O)[O-])Nc1cccnc1	0.4	-1.6	-2.1	-0.1	-4.5	20.5	6.2	-1.1	-20.7	-3.8	-0.7
O=C(CSc1nnc(-c2ccccc2)o1)N1CCCCC1	4.0	13.0	-1.5	1.3	-5.7	-0.7	4.4	-0.5	-8.3	-17.9	2.3
O=C(NN=Cc1ccc(OC(F)F)cc1)c1ccc(NS(=O)(=O)c2cccs2)cc1	1.9	1.0	0.6	-0.8	-13.3	-0.2	-17.2	-2.2	-6.4	-15.0	-3.0
COc1ccc(-n2c(C)cc(/C=C3/SC(=O)N(CC(=O)N4CCOCC4)C3=O)c2C)cc1	-16.0	-5.2	-1.1	1.7	-39.8	-1.8	-5.0	0.2	-16.3	8.5	-0.3
CCOc1ccc(NC(=O)CCN2CCCCC2)cc1	-19.7	-13.7	3.9	0.4	-3.0	1.5	-3.3	2.4	-17.2	-12.7	-2.0
COc1ccc(C2/C=C\CN(CC(C)C)CC(=O)N2Cc2ccc(F)cc2)cc1 (centres undefined)	-6.8	nt	-7.7	0.2	6.1	nt	-0.4	-4.0	-2.5	-15.5	1.9
COc1ccc(C(=O)N(C)C(C)c2ccon2)cc1OC1CCN(C(C)C)CC1 (centres undefined)	-4.2	12.5	-3.3	-0.6	-8.1	1.2	-4.9	-5.6	-22.8	5.2	-4.2
CC(C)(C)C(=O)NCCc1nc(-c2ccccc2)no1	-0.9	-47.7	0.3	0.9	-4.6	nt	-6.0	1.7	-12.0	-25.9	-1.8
Cc1nnc(Sc2cc(C(=O)NC3CC3)c3ccccc3n2)s1	-9.3	-2.0	1.2	0.8	-0.4	-0.9	-20.8	-1.4	0.1	9.1	0.0
CCOC(=O)N1CCN(S(=O)(=O)c2ccc(C(=O)Nc3nnc(C4CC4)o3)cc2)CC1	-10.8	-47.6	-5.0	-2.3	-4.1	-2.6	-11.1	1.6	-10.1	0.6	-1.3
COC(=O)c1ccc(-c2nc(CN3CCCN(C(=O)c4ccco4)CC3)c(C)o2)cc1	-3.2	-7.2	-5.5	-0.1	2.8	2.1	-6.2	-6.3	-7.1	-10.4	1.7
Cc1n[nH]c(=S)n1/N=C/c1cccc(OCc2ccccc2)c1	6.9	7.2	-1.5	-0.1	0.5	15.0	-5.2	-6.3	-1.2	9.4	1.9
CC12CN3CCN(CC(C3)C1(O)CN1CCCCC1)C2 (centres undefined)	-35.4	17.7	1.5	-0.7	-4.3	0.3	-1.0	-1.5	-15.8	1.6	-0.7
CC(=O)N1CC(=O)N(c2ccccc2)C1=O	-4.8	-8.5	-4.1	1.0	-7.4	-2.8	-5.5	2.9	-10.2	-14.7	0.6
O=C(Nc1cccc2ccccc12)c1cnccn1	8.4	-20.9	-1.2	-0.9	-4.8	-0.8	-1.8	2.3	-11.3	150.4	-0.1
CCOCCCNC(=O)C1CC(=O)N(CCc2ccc(C)cc2)C1 (centres undefined)	nt	4.5	-0.2	-1.3	0.2	-1.6	5.7	0.3	5.0	-16.1	-0.1
COc1ccccc1CN1[C@@H](CC(=O)O)c2ccccc2S1(=O)=O	-1.7	nt	1.2	2.0	-10.4	nt	-2.7	-0.8	-8.8	-7.5	0.1
Cc1cc(NC(=O)CSc2nnc(C3COc4ccccc4O3)n2N)no1 (centres undefined)	8.8	-7.5	-2.7	0.4	-8.2	2.9	-1.1	-1.0	-8.8	-23.6	-0.2
COc1cccc2c1OCC/C2=N\NC(=O)C(C)Oc1ccc([N+](=O)[O-])cc1 (centres undefined)	4.1	0.2	0.2	0.3	-9.1	2.7	-3.0	0.8	-6.5	-3.6	-0.2
CCOC(=O)C1(C)/C(=N/Nc2ccccc2)C(=O)C(=O)N1c1ccccc1 (centres undefined)	3.4	6.3	-0.7	0.9	8.8	4.9	0.0	-3.5	0.6	nt	1.3

Compound profiles (already shown). Order of screens: Rtt109 HAT inh	PfHsp90 yeast 2	Keap1-Nrf2 PPI	C-LANA FP	Cardiac RTF inh	NSD2 HMT inh	dFosB activator	cardiac RTF act	PvdQ acylase	SUMO Mot1 rescue	CDK5 inh
Shown for Cc1cc(NC(=O)CSc2nnc(C3COc4ccccc4O3)n2N)no1 (centres undefined) : 8.8	-7.5	-2.7	0.4	-8.2	2.9	-1.1	-1.0	-8.8	-23.6	-0.2
Shown for O=C(Nc1cccc2ccccc12)c1cnccn1 : 8.4	-20.9	-1.2	-0.9	-4.8	-0.8	-1.8	2.3	-11.3	150.4	-0.1

(next part)
SMILES	Rtt109 HAT inh	PfHsp90 yeast 2	Keap1-Nrf2 PPI	C-LANA FP	Cardiac RTF inh	NSD2 HMT inh	dFosB activator	cardiac RTF act	PvdQ acylase	SUMO Mot1 rescue	CDK5 inh
CC(=O)Nc1ccc(-c2csc(Nc3cc(C)ccn3)n2)cc1	-6.6	-2.1	1.0	-0.7	0.7	0.5	-7.4	-3.6	-8.1	11.2	0.8
CCCCn1c(SCC(=O)Nc2ccc(OC)cc2)nc2ccc(N3CCOCC3)cc2c1=O	1.4	-13.0	-1.9	1.1	0.3	-1.1	-7.8	-1.3	2.6	-9.8	2.1
O=C(CCC1CCCC1)NNC(=O)c1cccc(Cl)c1	-4.4	19.0	-5.1	-1.8	-2.4	-2.5	0.8	-5.7	-17.7	-8.2	-1.7
CC(C)Nc1cc(C(F)(F)F)nc(-c2ccccn2)n1	-12.6	nt	-0.8	-0.4	-2.2	33.9	1.6	6.8	-11.1	nt	-3.0
C=C(C)C1CCC(C)=C1COC(=O)Nc1ccccc1 (centres undefined)	13.1	0.1	-3.0	-0.3	7.3	-2.8	0.9	-3.1	4.2	nt	-2.4
CCOC(=O)c1cn2ccc(C)cc2n1	10.9	6.9	-1.0	-0.5	1.0	-3.8	0.5	0.4	-7.7	-8.0	1.5
Cc1ccc(COC(=O)c2cc([N+](=O)[O-])ccc2N2CCOCC2)cc1	8.0	-1.8	2.1	-0.4	0.1	1.6	-2.2	-3.4	-10.1	-12.9	-1.8
O=C(NNC(=S)NC(=O)c1cccnc1)c1ccccc1	5.1	nt	-1.1	0.7	-5.5	-3.3	1.2	11.0	-7.5	-13.2	0.1
C/C(=N\NC(=O)c1nnn(-c2nonc2N)c1-c1ccc(Cl)c(Cl)c1)c1ccncc1	-1.9	-16.2	2.5	-1.6	-5.6	0.1	-11.2	-4.8	4.1	51.3	-0.7
Cc1cc(-c2ccccc2)nc(N/N=C/c2ccc(O)cc2)n1	5.5	-20.2	-2.0	-1.1	-10.3	nt	-9.9	-13.5	-5.2	nt	0.4
Cc1ccc(S(=O)(=O)N2CCCCC2CCNC(=O)C(=O)NCc2ccccc2C)cc1 (centres undefined)	2.3	-0.1	1.3	-1.7	7.3	0.5	-4.9	-4.8	-3.0	-6.3	-0.5
COc1ccc(-n2ncc3c(NCc4cccnc4)ncnc32)cc1	-2.6	29.4	-0.3	6.7	-12.0	-2.0	-6.5	-2.1	-14.4	145.0	1.3
CCN(CC)C(CNC(=O)CSc1nnnn1-c1c(C)cccc1C)c1ccco1 (centres undefined)	3.0	nt	-2.9	0.9	-1.0	1.1	-5.3	-6.2	-2.2	nt	-1.5
